Rab9 prom act: qHTS Assay for Rab9 Promoter Activators; Huh7 Rab9 promoter-luciferase reporter, luminescence, 24 h; Potency, µM (top dose mostly 9.22 µM), without a hit: top-dose activation, negative = inhibition, most hits filed as activators; 2.8% of 320,000 active; further: % of control where 0% means no effect; nearly all actives have a fitted effect of over 60% in size
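Promoter activation is measured as luciferase luminescence in Huh7 cells stably transfected with a Rab9 promoter–luciferase construct, following 24 h compound exposure at 37 °C and 10 min reagent incubation at ambient temperature.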
CXXC DNA block: qHTS Fluorescence Polarization Assay for Inhibitors of MLL CXXC domain - DNA interaction; 0.037% of 290,000 active; Potency, µM (top dose mostly 115 µM), without a hit: at the highest dose activity change, negative = inhibition, actives largely listed as inhibitors; MLL-CXXC / FITC-HOXA9 DNA fluorescence polarization; active means well fitted inhibition curve with a large enough effect in the polarisation, with a control signal flat, not every such curve was filed as active; inconclusive means small, poorly fitted or top-dose-only effect, or effect the other way, or a change in a side signal; inactive means no such curve, though single readings can be large or run the other way; the % refers to the polarisation
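Fluorescence polarization: 7 uM MLL-CXXC (stock) preincubated 5 min with compounds, then 50 nM fluorescein-HOX-A9 DNA (stock) added; 30 min ambient. Buffer 50 mM Tris-HCl pH 7.5, 50 mM NaCl, 1 mM DTT, 0.05% BSA.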
NPC1 promoter act: qHTS Assay for NPC1 Promoter Activators. Huh7 NPC1 promoter luciferase reporter, 24 h. Potency, µM (doses to about 9.22 µM), for the others: at the highest dose activation, actives largely listed as activators. 2.4% of 320,000 active. AID 485313, 2010;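 further: % of control where 0% means no effect; nearly all actives have a fitted effect of over 60% in size; reporter is driven by a mutant NPC1 promoter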
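Luminescence read-out of NPC1 promoter-driven luciferase in stably transfected Huh7 cells; compounds delivered in DMSO and left 24 h at 37C, 5% CO2, qHTS titration format.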
p53 reactivator: qHTS assay for re-activators of p53 using a Luc reporter; H1299 p53-A138V BP100-luciferase reporter, luminescence, 24 h; Potency, µM (series often up to 92.2 µM), inactives show at the top dose activity change, positive = activation, actives largely listed as activators; AID 504706, 2011; 0.063% of 320,000 active; further: % of control where 0% means no effect; nearly all actives have a fitted effect of over 45% in size
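H1299 (p53-null), stable ts p53-A138V + BP100-Luc; 1000 cells/well, Opti-MEM/10% FBS; cpd 4 pt, 1:5; 24 h, 37 deg C, 5% CO2; detection reagent 10 min RT; luminescence.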
Gal4-VP16 FLuc: VP16 counterscreen qHTS for inhibitors of ROR gamma transcriptional activity | Drosophila S2 Gal4-VP16 UAS-luciferase, luminescence, 20 h | Potency, µM (highest dose often 53.6 µM), without a hit: top-dose activity, negative = inhibition, hits mostly inhibitors | 3.5% of 310,000 active | AID 2546, 2010;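 further: Gal4-VP16 expression switched on by copper sulfate through the metallothionein promoter; on the % scale 0 is the no-effect control and ±100 the full control effect; nearly all actives have a fitted effect of over 50% in size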
ELG1 genotoxic: qHTS screen for small molecules that induce genotoxicity in human embryonic kidney (HEK293T) cells expressing luciferase-tagged ELG1; HEK293T ELG1-luciferase reporter, luminescence, 16 h; Potency, µM (titrated, usually from 46 µM), for the others: top-dose activity change, positive = activation, actives largely listed as activators; 1.3% of 330,000 active; further: % of control where 0% means no effect; nearly all actives have a fitted effect of over 60% in size
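HEK293T cells expressing luciferase-tagged ELG1 were treated with compound or DMSO for 16 hr at 37°C. Luciferase activity was then read after 30 min with ONE-Glo at room temperature; rising signal flags genetic stress.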
FLuc counter: qHTS profiling assay for firefly luciferase inhibitor/activator using purifed enzyme and Km concentrations of substrates (counterscreen for miR-21 project) | purified FLuc, Km substrates, luminescence inhibition | Luciferin 4-monooxygenase (Photinus pyralis), P08659 | 6.9% of 360,000 active | AID 588342, 2011 | Potency, µM (top dose mostly 57.5 µM), for inactives: at the highest dose activity change, negative = inhibition, actives largely listed as inhibitors;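 further: plate controls were vehicle for no effect and reference inhibitor for full effect; nearly all actives have a fitted effect of over 55% in size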
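Purified P. pyralis luciferase (10nM final) with 10uM D-luciferin and 10uM ATP (Km levels) in 50mM Tris acetate pH 7.5, 10mM Mg acetate, 0.01% Tween-20, 0.05% BSA; qHTS 6-point titration, ~60 µM downward; luminescence read.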
MBNL1-CUG inh: qHTS Assay for Inhibitors of MBNL1-poly(CUG) RNA binding | Muscleblind-like protein 1 (Homo sapiens), Q9NR56 | TR-FRET MBNL1-His/biotin-(CUG)12 binding, 665/545 ratio | Potency, µM (titrated, usually from 57.5 µM), inactives show top-dose activity change, negative = inhibition, actives largely listed as inhibitors | 0.036% of 280,000 active; active means well fitted inhibition curve with a large enough effect in the signal ratio, with a control signal flat, not every such curve was filed as active; inconclusive means small, poorly fitted or top-dose-only effect, or effect the other way, or a change in a side signal; inactive means no such curve, though single readings can be large or run the other way; the % refers to the signal ratio; further: on the % scale 0 is the no-effect control and ±100 the full control effect
Target sequence (Q9NR56 whole entry, looked up): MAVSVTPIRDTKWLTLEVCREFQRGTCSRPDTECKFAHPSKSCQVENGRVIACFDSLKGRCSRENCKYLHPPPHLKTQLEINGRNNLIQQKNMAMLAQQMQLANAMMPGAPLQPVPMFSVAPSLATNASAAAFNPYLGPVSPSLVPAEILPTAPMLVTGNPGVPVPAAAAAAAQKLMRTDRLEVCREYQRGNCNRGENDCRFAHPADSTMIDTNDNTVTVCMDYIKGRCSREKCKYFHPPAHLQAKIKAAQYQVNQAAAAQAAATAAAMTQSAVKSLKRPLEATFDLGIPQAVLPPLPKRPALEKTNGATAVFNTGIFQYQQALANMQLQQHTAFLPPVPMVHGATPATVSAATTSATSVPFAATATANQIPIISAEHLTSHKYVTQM
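Compounds (final 92 nM to 58 uM) are added to His-tagged MBNL1 and biotin-(CUG)12, then terbium anti-His antibody and streptavidin-XL665 (5 nM final). After 60 min at room temperature, the 665/545 nm ratio is read.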
RORgamma inh: qHTS for inhibitors of ROR gamma transcriptional activity | Nuclear receptor ROR-gamma (Mus musculus), P51450 | Drosophila S2 Gal4-RORgamma UAS-luciferase reporter, 20 h | Potency, µM (highest dose often 53.6 µM), inactives show top-dose activity change, negative = inhibition, usual class: inhibitors | 5.4% of 310,000 active | AID 2551, 2010; further: on the % scale 0 is the no-effect control and ±100 the full control effect; nearly all actives have a fitted effect of over 60% in size
Target sequence (P51450 whole entry, looked up, the tested form may be a part): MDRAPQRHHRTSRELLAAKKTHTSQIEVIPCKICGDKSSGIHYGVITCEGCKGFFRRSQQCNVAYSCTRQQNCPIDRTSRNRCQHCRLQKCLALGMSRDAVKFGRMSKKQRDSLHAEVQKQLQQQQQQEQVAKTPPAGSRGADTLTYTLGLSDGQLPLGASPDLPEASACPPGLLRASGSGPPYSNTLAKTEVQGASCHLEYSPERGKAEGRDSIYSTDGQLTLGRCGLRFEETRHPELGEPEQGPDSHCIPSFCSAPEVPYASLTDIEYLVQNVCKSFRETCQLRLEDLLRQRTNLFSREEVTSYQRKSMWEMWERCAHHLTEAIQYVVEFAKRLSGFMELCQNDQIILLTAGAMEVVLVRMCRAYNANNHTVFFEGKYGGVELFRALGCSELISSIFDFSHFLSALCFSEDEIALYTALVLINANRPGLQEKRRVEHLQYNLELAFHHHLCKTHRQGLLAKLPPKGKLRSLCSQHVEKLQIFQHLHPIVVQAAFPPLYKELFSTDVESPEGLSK
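Drosophila S2 cells stably expressing Gal4-DBD/mouse RORγ fusion under metallothionein promoter plus UAS-luciferase; compound 1 h, then 700 uM CuSO4 induction for 20 h at ambient temperature; inhibition read as reduced luminescence.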
BRCA1 expr up: qHTS Assay to Identify Small Molecule Activators of BRCA1 Expression | Potency, µM (titrated, usually from 46.1 µM), for inactives: at the highest dose activation, usual class: activators | MCF7-BRCA1-FFLuc reporter, luminescence, 48 h; response scale: scaled: vehicle 0%, 10 µM genistein 100% | 1.1% of 380,000 active; further: nearly all actives have a fitted effect of over 80% in size; some results filed as inactive show a strong effect at the top dose
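MCF7-BRCA1-FFLuc, 2000 cells/well; 2 h attach, 37 °C/5% CO2; compound 48 h; luciferase substrate 15 min; luminescence end-point. Norm. to genistein 10 microM max activation and DMSO; concentration-response curves fitted.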
uPA generation: qHTS for Inhibitors of Cell Surface uPA Generation; cell surface uPA generation assay, qHTS; Potency, µM (series often up to 38.3 µM), inactives show at the highest dose activity change, negative = inhibition, usual class: inhibitors; 0.31% of 330,000 active; AID 540303, 2011; active means well fitted inhibition curve with a large enough effect; inconclusive means small, poorly fitted or top-dose-only effect; inactive means no such curve, though single readings can be large or run the other way; tested in mouse RAW 264.7 cells; further: on the % scale 0 is the no-effect control and ±100 the full control effect; nearly all actives have a fitted effect of over 55% in size
* hit, by the source's call; ? = inconclusive; nt = not tested or not shown; & = joins results of further samples; [ ] = dose if it differs, or a comment. Unless noted, the call rests on the fitted dose curve; in most records, active means well fitted curve in the direction sought with a large enough effect; inconclusive means small, poorly fitted or top-dose-only effect, or another doubt; inactive means no such curve, though single readings can be large; an effect the other way counts as inactive or inconclusive. Potency means the concentration at half of the fitted maximal effect. Only part of the results is shown. The share of hits here may be higher or lower than overall.

SMILES | Rab9 prom act | CXXC DNA block | NPC1 promoter act | p53 reactivator | Gal4-VP16 FLuc | ELG1 genotoxic | FLuc counter | MBNL1-CUG inh | RORgamma inh | BRCA1 expr up | uPA generation
O=c1[nH]c(CSc2nc3ccccc3s2)nc2ccccc12 | 22% | -6% | 25% | 16% | 10% | 6% | ? | 36%[activator] | -24% | 56% | -3%
CC(=O)NCc1ccc2[nH]c(C)cc2c1 | -3% | -6% | -1% | -1% | 4% | 7% | -2% | 31%[activator] | -11% | 5% | 11%
N/C(=N\OC(=O)CCCCCN1C(=O)c2ccccc2C1=O)c1ccccn1 | -1% | -4% | -3% | -2% | -10% | 1% | -2% | 8% | 8% | -5% | 1%
CC1Nc2ccccc2C(=O)N1NC(=O)c1ccc(Br)cc1 (stereo not drawn) | 9% | 8% | -5% | 1% | 1% | 0% | -9% | -13% | 44% | 6% | 4%
Cc1cc(N)n(-c2ncnc3scc(-c4ccccc4)c23)n1 | 3% | -2% | 0% | -8% | -3% | -4% | 5% | -1% | -4% | -3% | -1%
O=C(CN1C(=O)NC(c2ccccc2)(c2ccccc2)C1=O)NC1CCCCC1 | -1% | nt | -1% | -11% | nt | 3% | -2% | nt | nt | -12% | 16%
CC(C)CNC(=O)C1CCCN1S(=O)(=O)c1ccc(Cl)cc1 (stereo not drawn) | 2% | 7% | -4% | -1% | 16% | -1% | 1% | -2% | 0% | 0% | 0%
CC(C)CC(=O)Nc1ccc2oc(-c3ccncc3)nc2c1 | ? | -2% | ? | 8% | 9% | 14% | 15µM* | 38%[activator] | 6% | ? | -5%
O=C(NC1CCN(C(=O)NCc2ccccc2)CC1)c1ccccc1 | -4% | 14% | -5% | 3% | -2% | 0% | 4% | 0% | -6% | 10% | 1%
O=C(O)CCC(=O)Nc1ccc(-c2csc(Nc3cccc4ccccc34)n2)cc1 | 1% | nt | 2% | -3% | nt | -1% | -19% | nt | nt | -27% | 20%
Cn1c(COc2ccccc2)nnc1SCc1nc2ccccc2[nH]1 | -10% | 1% | -7% | 3% | -2% | -2% | 4% | 2% | -5% | 0% | -4%
CCn1c(SCC(=O)NC2CCCCC2)nnc1-c1ccccc1F | 0% | 23% | -1% | -3% | -12% | -2% | 1% | 0% | -16% | -19% | 0%
c1ccc2c(c1)c1cccc3ccc4cccc2c4c31 | -8% | nt | 1% | 5% | 1% | 2% | -1% | nt | 21% | 2% | 3%
COc1cc(C(=O)O)ccc1OCc1c(C)noc1C | 1% | 5% | -1% | -3% | 16% | -3% | 7% | -7% | ? | 0% | -2%
c1ccc(OCc2cc(-c3ccccc3)no2)cc1 | 2.8µM* | -1% | ? | 24% | -4% | 17% | 12µM* | -8% | 7% | 5µM* | 1%
CC1CCCN(C(=O)CCNC(=O)Cn2cnc3ccccc3c2=O)C1 (stereo not drawn) | 4% | -1% | 0% | 2% | -2% | 4% | 0% | 2% | -6% | -26% | -1%
Nc1ccc(C(=O)N/N=C/c2cccc(Oc3ccccc3)c2)cc1 | 9% | 8% | 0% | 7% | 25% | 5% | 12µM* | ? | 28% | 38% | -2%
O=C(c1n[nH]c2ccccc12)N1CCN(S(=O)(=O)c2ccc(Cl)cc2)CC1 | -1% | nt | -3% | -9% | nt | -2% | 2% | nt | nt | -26% | -19%
Cc1ncc([N+](=O)[O-])n1CCOC(=O)c1ccc(Br)cc1 | -10% | 1% | -1% | 11% | 7% | 2% | -16% | ? | 5% | 0% | -2%
CCOC(=O)c1sc(N)c(C#N)c1COC(=O)C1=COCCO1 | 1% | nt | 2% | -1% | nt | 1% | -1% | nt | nt | -4% | 2%
COc1ccc2nc(C)cc(N3CC(C)OC(C)C3)c2c1 (stereo not drawn) | -1% | -5% | 3% | -6% | 0% | -8% | 1% | ? | ? | 7% | 6%
CCOC(=O)Nc1ccc2c(CN3C(=O)NC(CC)(CC)C3=O)cc(=O)oc2c1 | -2% | 0% | 0% | 3% | 6% | 0% | -10% | ? | 35% | 0% | -4%
Oc1c(Br)cc(Br)cc1C=NCc1ccc(F)cc1 | 3% | 27% | 4% | 16% | ? | -2% | ? | 6% | 10µM* | -42% | -3%
CC1CCCN(S(=O)(=O)c2cc3c4c(c2)C(C)C(=O)N4CCC3)C1 (stereo not drawn) | -4% | 1% | -5% | -4% | 1% | 0% | 2% | 2% | 0% | -4% | 5%
O=C(CSc1nc(C2CC2)nc2ccccc12)NCc1ccc2c(c1)OCO2 | -3% | 1% | -1% | 10% | -9% | 0% | -8% | 0% | 0% | nt | nt
Nc1nc(SCC(=O)Nc2ccc3c(c2)CCC3)n[nH]1 | -2% | 1% | -2% | 9% | 5% | 0% | -16% | -5% | 10% | 17% | -2%
Nc1nc(Nc2ccc(Cl)cc2Cl)nc(C(F)(F)F)n1 | ? | -1% | ? | ? | 7% | 18µM* | ? | -2% | -16% | 77% | -7%
O=C(/C=C/c1ccccc1[N+](=O)[O-])OCC(=O)N1CCCC1 | -2% | nt | 10% | ? | nt | 0% | -3% | nt | nt | -15% | -6%
COC(=O)c1oc(-c2ccc(Cl)cc2)nc1C | -2% | 3% | 2% | 19% | 20%[10 µM] | 10% | ? | -1% | 19% | -21% | nt
CCOC(=O)C1CCCN(C(=O)c2ccc3c(c2)N(Cc2ccccc2)C(=O)c2ccccc2S3=O)C1 (stereo not drawn) | -8% | -1% | -6% | 1% | -14%[10 µM] | -21% | 0%&-2% | -14% | -2% | 2%&-16% | 3%
CCOC(=O)C(NC(=O)CC)(Nc1ccccc1)C(F)(F)F (stereo not drawn) | -12% | 8% | -2% | 2% | -2% | 0% | -1% | -2% | -1% | 1% | -3%
Cc1ccccc1Cn1c(C)nc2ccccc21 | -40%[inhibitor] | -1% | -32%[inhibitor] | nt | 3.5µM* | 0% | -2% | 2% | ? | -27% | -10%
Cn1cc(/C=C2\SC(=S)N(NC(=O)c3ccccc3)C2=O)c2ccccc21 | 2% | ? | 8% | 8% | -4% | 2% | ? | -3% | 16% | -34% | 5%
COC(=O)CSc1ncccc1-c1nc2ccccc2[nH]1 | -1% | 7% | 15% | ? | 4% | ? | 13µM* | 2% | 13% | 1% | nt
Cc1occc1-c1nnc(SCC(=O)N2CCOCC2)n1Cc1ccco1 | -3% | -7% | 6% | -6% | -5% | 0% | 0% | -7% | 15% | -15% | 4%

Full records from above.
COC(=O)CSc1ncccc1-c1nc2ccccc2[nH]1 is listed with Rab9 prom act = -1%; CXXC DNA block = 7%; NPC1 promoter act = 15%; p53 reactivator = ?; Gal4-VP16 FLuc = 4%; ELG1 genotoxic = ?; FLuc counter = 13µM*; MBNL1-CUG inh = 2%; RORgamma inh = 13%; BRCA1 expr up = 1%; uPA generation = nt
O=C(O)CCC(=O)Nc1ccc(-c2csc(Nc3cccc4ccccc34)n2)cc1 is listed with Rab9 prom act = 1%; CXXC DNA block = nt; NPC1 promoter act = 2%; p53 reactivator = -3%; Gal4-VP16 FLuc = nt; ELG1 genotoxic = -1%; FLuc counter = -19%; MBNL1-CUG inh = nt; RORgamma inh = nt; BRCA1 expr up = -27%; uPA generation = 20%

Quoted from the listing:
`Nc1nc(SCC(=O)Nc2ccc3c(c2)CCC3)n[nH]1` in p53 reactivator has 9%
`O=C(/C=C/c1ccccc1[N+](=O)[O-])OCC(=O)N1CCCC1` in FLuc counter has -3%

Assay outcomes (PubChem)
